Bioassay records (PubChem)
Nrf2 block: blocks Nrf2 signaling | A549 ARE-Fluc reporter, luciferase luminescence, 18-24 h | Potency, µM (doses to about 46 µM), inactives show top-dose activity change, negative = inhibition, most hits filed as inhibitors | actives 2.1% (n = 360,000); also: potency is read from the fitted curve at half-maximal effect; % is scaled to controls: 0 for no effect and ±100 for the full control effect; nearly all actives have a fitted effect of over 60% in size
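A549 ARE_Fluc cells (5000/well, 5% FBS OPTI-MEM) pre-incubated 2 h, then treated with compounds 18-24 h at 37C/5% CO2 in concentration-response. CellTiter-Fluor viability read first; BugLite luciferase luminescence after 15 min at room temperature gives Nrf2 activity.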
A549 tox: counter-screen for Nrf2 inhibitors: cytotoxicity in A549 cells. A549 ARE-Fluc cells, CellTiter-Fluor viability, 18-24 h. AID 504648. actives 0.16% (n = 390,000). Potency, µM (highest dose often 46 µM), for inactives: at the highest dose activity change, negative = cytotoxicity, usual class: inhibitors; also: potency is read from the fitted curve at half-maximal effect; % is scaled to controls: 0 for no effect and ±100 for the full control effect
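Cytotoxicity counterscreen: CellTiter-Fluor fluorescence was measured in A549 ARE_Fluc cells after 18-24 h of compound exposure in a concentration series. The subsequent BugLite luminescent read reports ARE-luciferase activity.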
EPAC2 antagonist: blocks human EPAC2 exchange factor; EPAC2 GEF exchange of Rap1B-BODIPY-GDP, fluorescence; Q8WZA2; Potency, µM (highest dose often 114 µM), without a hit: top-dose activity, negative = inhibition, actives largely listed as inhibitors; actives 0.18% (n = 360,000); AID 720708; also: potency is read from the fitted curve at half-maximal effect; % is scaled to controls: 0 for no effect and ±100 for the full control effect; nearly all actives have a fitted effect of over 45% in size; many of its hits are not listed in these tables
Target sequence (Q8WZA2 whole entry, looked up): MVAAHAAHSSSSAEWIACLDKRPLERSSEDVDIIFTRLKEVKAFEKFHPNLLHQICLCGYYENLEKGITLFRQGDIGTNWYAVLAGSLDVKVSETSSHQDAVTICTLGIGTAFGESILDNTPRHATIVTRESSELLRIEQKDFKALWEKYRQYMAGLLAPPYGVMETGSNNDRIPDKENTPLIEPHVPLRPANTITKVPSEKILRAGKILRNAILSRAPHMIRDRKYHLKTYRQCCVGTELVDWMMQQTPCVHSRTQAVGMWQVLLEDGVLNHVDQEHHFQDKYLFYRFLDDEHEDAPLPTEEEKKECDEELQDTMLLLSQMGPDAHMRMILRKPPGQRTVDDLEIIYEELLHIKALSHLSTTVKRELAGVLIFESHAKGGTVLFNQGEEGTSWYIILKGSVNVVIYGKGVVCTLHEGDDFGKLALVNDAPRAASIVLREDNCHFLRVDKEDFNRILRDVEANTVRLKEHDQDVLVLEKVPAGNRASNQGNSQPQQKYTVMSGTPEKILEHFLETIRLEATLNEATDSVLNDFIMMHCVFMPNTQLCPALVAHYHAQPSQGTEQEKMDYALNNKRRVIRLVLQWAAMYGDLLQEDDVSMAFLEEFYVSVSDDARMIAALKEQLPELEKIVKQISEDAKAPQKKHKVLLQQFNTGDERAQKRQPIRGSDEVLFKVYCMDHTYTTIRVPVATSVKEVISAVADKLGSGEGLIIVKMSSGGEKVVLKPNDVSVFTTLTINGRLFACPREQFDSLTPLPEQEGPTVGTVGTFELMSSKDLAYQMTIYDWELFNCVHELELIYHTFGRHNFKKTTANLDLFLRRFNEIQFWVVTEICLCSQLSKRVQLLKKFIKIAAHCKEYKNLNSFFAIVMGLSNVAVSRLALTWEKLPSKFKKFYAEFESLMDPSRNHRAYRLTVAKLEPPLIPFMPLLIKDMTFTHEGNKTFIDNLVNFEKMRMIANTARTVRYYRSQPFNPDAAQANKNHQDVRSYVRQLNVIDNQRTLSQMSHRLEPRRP
EPAC2 ag: EPAC2 (human) agonism. actives 0.079% (n = 360,000). EPAC2 activation, biochemical qHTS; response scale: 100% = 6.5 mM cAMP response. Potency, µM (series often up to 154 µM), inactives show at the highest dose activation, hits mostly activators. Q8WZA2; also: potency is read from the fitted curve at half-maximal effect; nearly all actives have a fitted effect of over 50% in size
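Each well held 100 nM EPAC2, 250 nM RAP1B-BODIPY-GDP and 50 uM GDP. Fluorescence, read at 5-min intervals to 30 min, was referenced to a 6.5 mM cAMP positive control.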
Nrf2 activator: activators of Nrf2 (ARE) signaling; AREc32 ARE-luciferase reporter (MCF7-derived line), luminescence, 24 h; Potency, µM (series often up to 46.1 µM), for the others: at the highest dose activation, hits mostly activators; actives 0.31% (n = 410,000); AID 624171; also: potency is read from the fitted curve at half-maximal effect; % of control where 0% means no effect; nearly all actives have a fitted effect of over 65% in size
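Each well held 1000 AREc32 cells, which were incubated with compound for 24 hr at 37 deg C after overnight attachment, and ARE reporter activity was quantified by firefly luciferase luminescence.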
TGFb SMAD3 inh: inhibitors of TGF-b signaling; AID 588855; Potency, µM (doses to about 46.1 µM), for inactives: at the highest dose activity, negative = inhibition, actives largely listed as inhibitors; HepG2 CAGA-GFP TGF-b/SMAD3 reporter, GFP fluorescence, 18 h; TGF-beta stimulated, 500 pg/mL final; actives 1.2% (n = 410,000); also: potency is read from the fitted curve at half-maximal effect; % is scaled to controls: 0 for no effect and ±100 for the full control effect; nearly all actives have a fitted effect of over 65% in size
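Smad-responsive CAGA-GFP expression was quantified in HEPG2 cells exposed to compounds and 500 pg/mL final TGF-beta for 18 h at 37 degrees C; unstimulated wells defined full inhibition.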
CCT modulator: changes cytosolic chaperonin activity; purified chaperonin ATPase assay, HTRF ADP detection, 30 min; actives 0.3% (n = 360,000); activity change, % (test concentration not listed), hits read low; AID 651819; in the data active = activity change below about -30%; also: % is scaled to controls: 0 for no effect and ±100 for the full control effect
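Nucleotide hydrolysis assay: TRiC at 20–40 nM final (set by batch activity) with 10 uM ATP, 30 min at 37 °C, in presence of 76 uM compound. Detection by competitive ADP HTRF, 30 min ambient.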
MmCpn inh: inhibitors of Methanococcus maripaludis chaperonin (MmCpn) | actives 0.031% (n = 330,000) | purified Mm-Cpn ATPase, ADP Transcreener TR-FRET | Potency, µM (series often up to 76.9 µM), without a hit: at the highest dose activity, negative = inhibition, usual class: inhibitors; also: potency is read from the fitted curve at half-maximal effect; % is scaled to controls: 0 for no effect and ±100 for the full control effect; nearly all actives have a fitted effect of over 80% in size
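25 nM Mm-CPN + cpd, 10 min 37°C; + 10 uM ATP, 30 min 37°C; buffer 30 mM Tris pH 7.4, 100 mM KCl, 5 mM MgCl2, 1 mM DTT; Transcreener ADP HTRF detection 30 min RT.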
Akt phos inh: Akt phosphorylation inhibition; actives 0.32% (n = 360,000); activity change, % for hits at 50 µM; AID 651550; Neuro2A IGF-stimulated pAkt S473 HTRF, 20 min; active compounds read low; in the data active = activity change below about -80%; inconclusive = mostly about -51% to -80%; also: % is scaled to controls: 0 for no effect and ±100 for the full control effect
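Single-point screen (50 µM final compound) in Neuro2A cells stimulated 20 min with 6 nM IGF at 37 deg C. After lysis, Ser473-phosphorylated Akt read by HTRF (ex 330 nm, em 615/665 nm) as the 665/615 ratio.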
An asterisk follows results filed as active; [ ] = dose if it differs, or a comment. Unless noted, calls follow the shape of the dose curve; as a rule, active = well fitted curve in the direction sought with a large enough effect; inconclusive = small, poorly fitted or top-dose-only effect, or another doubt; inactive = no such curve, though single readings can be large; an effect the other way counts as inactive or inconclusive. A portion of the library; the hit share may differ from the screen's.

Screening COc1ccc(/C=C(/CC(=O)NCc2ccc(Cl)cc2)c2nc3ccccc3s2)cc1 returned Nrf2 block 21%, A549 tox 8%, EPAC2 antagonist 13%, EPAC2 ag 4%, Nrf2 activator 3.3%, TGFb SMAD3 inh -5%, CCT modulator 2.6, MmCpn inh inconclusive and Akt phos inh inactive.
`COc1ccccc1CN1C[C@@H]2C[C@@H](c3cccc(C)n3)N3CCC[C@@]23C1=O` gave Nrf2 block 15%, A549 tox -2%, EPAC2 antagonist 2%, EPAC2 ag 6%, Nrf2 activator -0.6%, TGFb SMAD3 inh 1%, CCT modulator -1.4, MmCpn inh 0% and Akt phos inh inactive.
Screening Cc1cccc(COC[C@H](CC(C)C)N2CCN(C(=O)c3ccc(C(F)(F)F)cc3)CCC2=O)c1 returned EPAC2 antagonist -27%, EPAC2 ag -12%, Nrf2 activator 4.3%, CCT modulator 1.8 and Akt phos inh inactive.
For COc1ccc(OCC(=O)NCc2n[nH]c(=O)c3ccccc23)cc1 the results were Nrf2 block -11%, A549 tox -6%, EPAC2 antagonist 0%, EPAC2 ag 4%, Nrf2 activator 2.7%, TGFb SMAD3 inh 17%, CCT modulator 0.3, MmCpn inh -3% and Akt phos inh inactive.
`N#Cc1c(C#N)c(-c2ccccc2)n(-c2ccccc2)c1N` gave Nrf2 block inconclusive, A549 tox -19%, EPAC2 antagonist 5%, EPAC2 ag -31%[inhibitor], Nrf2 activator 2.5%, TGFb SMAD3 inh 0%, CCT modulator -2.2, MmCpn inh 2% and Akt phos inh inactive.
CCOC(=O)CCn1cc(F)c(=O)[nH]c1=O was read as Nrf2 block -1%, A549 tox 2%, EPAC2 antagonist 2%, EPAC2 ag 9%, Nrf2 activator -0.1%, TGFb SMAD3 inh 1%, CCT modulator 2.8, MmCpn inh 0% and Akt phos inh inactive.
For O=[N+]([O-])c1cccc2c(N3CCCC3)ccnc12 the results were Nrf2 block inconclusive, A549 tox inconclusive, EPAC2 antagonist -1%, EPAC2 ag 2%, Nrf2 activator -2.8%, TGFb SMAD3 inh 7.1µM*, CCT modulator -1.9, MmCpn inh 1% and Akt phos inh inactive.
`N#Cc1ccc(CO/N=C/c2ccccc2)cc1` gave Nrf2 block inconclusive, A549 tox -6%, EPAC2 antagonist 8%, EPAC2 ag 7%, Nrf2 activator 2.6%, TGFb SMAD3 inh -10%, CCT modulator -1.4, MmCpn inh 1% and Akt phos inh inactive.
For Cc1noc(NS(=O)(=O)c2ccc(NC(=O)CSc3nc4ccccc4s3)cc2)c1C the results were Nrf2 block 12%, A549 tox 0%, EPAC2 antagonist 8%, EPAC2 ag -7%, Nrf2 activator -0.3%, TGFb SMAD3 inh -4%, CCT modulator 0.1, MmCpn inh 2% and Akt phos inh inactive.
Screening Cc1ccc(S(=O)(=O)c2cn(C)c3cc(N4CCN(c5ccccc5)CC4)c(F)cc3c2=O)cc1 returned Nrf2 block -24%, A549 tox -7%, Nrf2 activator -0.5% and TGFb SMAD3 inh -24%.
For CNC(=O)C1CCC(Cn2c(=O)c3sccc3n(CC(=O)Nc3ccc(C)cc3C)c2=O)CC1 (stereo not given) the results were Nrf2 block inconclusive, A549 tox 3%, Nrf2 activator 0.7% and TGFb SMAD3 inh 1%.
`O=c1[nH]c2c(s1)C=Nc1ccccc1N2` gave Nrf2 block 9%, A549 tox 0%, EPAC2 antagonist 51%[activator], EPAC2 ag inconclusive, Nrf2 activator 8.6%, TGFb SMAD3 inh 34%[activator], CCT modulator -0.4 and MmCpn inh -1%.

Structural class, the entries above containing a cyano group.
`N#Cc1c(C#N)c(-c2ccccc2)n(-c2ccccc2)c1N` gave Nrf2 block inconclusive, A549 tox -19%, EPAC2 antagonist 5%, EPAC2 ag -31%[inhibitor], Nrf2 activator 2.5%, TGFb SMAD3 inh 0%, CCT modulator -2.2, MmCpn inh 2% and Akt phos inh inactive.
`N#Cc1ccc(CO/N=C/c2ccccc2)cc1` gave Nrf2 block inconclusive, A549 tox -6%, EPAC2 antagonist 8%, EPAC2 ag 7%, Nrf2 activator 2.6%, TGFb SMAD3 inh -10%, CCT modulator -1.4, MmCpn inh 1% and Akt phos inh inactive.

Going on with the list:
CC1(C(=O)Nc2ccc3c(c2)OCO3)Cc2c(-c3cccc(C(N)=O)c3)ccnc2O1 (stereo not given) was read as EPAC2 antagonist -3%, EPAC2 ag 15%, Nrf2 activator 7.4%, TGFb SMAD3 inh 7%, CCT modulator 1.5 and Akt phos inh inactive.
Screening Cc1cc(C)cc(NC(=O)COc2coc(CN3CCN(c4ccccc4)CC3)cc2=O)c1 returned Nrf2 block inconclusive, A549 tox 2%, EPAC2 antagonist -8%, EPAC2 ag -6%, Nrf2 activator 2.2%, TGFb SMAD3 inh -3%, CCT modulator -0.1, MmCpn inh -3% and Akt phos inh inactive.
CCCC1NC(=O)NC(C)=C1C(=O)OCC (stereo not given) was read as Nrf2 block 8%, A549 tox 8%, EPAC2 antagonist 7%, EPAC2 ag -6%, Nrf2 activator -0.3%, TGFb SMAD3 inh 9%, CCT modulator -2.6, MmCpn inh 4% and Akt phos inh inactive.
For CCN(CC(=O)Nc1ccc(OC)cc1)C(=O)c1cc(S(=O)(=O)N(C)C)ccc1N1CCCC1 the results were Nrf2 block inconclusive, A549 tox 9%, EPAC2 antagonist 5%, EPAC2 ag 10%, Nrf2 activator -0.1%, TGFb SMAD3 inh 2%, CCT modulator -0.5, MmCpn inh 2% and Akt phos inh inactive.
Screening CCC(C)(C)n1nnnc1C(c1cc2ccc(C)cc2[nH]c1=O)N(Cc1cccnc1)Cc1ccco1 (stereo not given) returned Nrf2 block inconclusive, A549 tox -29%, EPAC2 antagonist -9%, EPAC2 ag 16%, Nrf2 activator 3.3%, TGFb SMAD3 inh inconclusive, CCT modulator -1.9, MmCpn inh 2% and Akt phos inh inactive.
O=C(NCCOc1cccc(Oc2ccccc2)c1)c1cc(-n2cnnc2)ccc1Cl was read as Nrf2 block inconclusive, A549 tox -2%, EPAC2 antagonist -3%, EPAC2 ag 1%, Nrf2 activator -0.4%, TGFb SMAD3 inh -7%, CCT modulator -0.5, MmCpn inh -3% and Akt phos inh inactive.
`Cc1ccccc1OCc1nc2c3c(ncn2n1)-c1ccccc1CC31CCCC1` gave Nrf2 block 5%, A549 tox -2%, EPAC2 antagonist 13%, EPAC2 ag -3%, Nrf2 activator -0.6%, TGFb SMAD3 inh 5%, CCT modulator -1.5, MmCpn inh 0% and Akt phos inh inactive.
Screening Cc1ccc(N(C(=O)CNC(=O)c2ccco2)C(C(=O)NC2CCCC2)c2ccncc2)c(C)c1 (stereo not given) returned Nrf2 block inconclusive, A549 tox 10%, EPAC2 antagonist -1%, EPAC2 ag 0%, Nrf2 activator 1.5%, TGFb SMAD3 inh 28%, CCT modulator -3.8, MmCpn inh -3% and Akt phos inh inactive.
Cc1ccccc1NC(=O)c1c(NC(=O)c2ccncc2)sc2c1CCC(C(C)(C)C)C2 (stereo not given) was read as Nrf2 block inconclusive, A549 tox -25%, Nrf2 activator -0.7% and TGFb SMAD3 inh -13%.
Screening CC(=O)Nc1ccc(NC(=O)c2cc(-c3cc(C)cc(C)c3O)n[nH]2)cc1 returned Nrf2 block -41%, A549 tox -8%, EPAC2 antagonist -9%, EPAC2 ag -10%, Nrf2 activator 6.6%, TGFb SMAD3 inh -17%, CCT modulator -0.8, MmCpn inh -1% and Akt phos inh inactive.
CC1C(C#N)=C(SCC(N)=O)NC2=C1C(=O)CC(C)(C)C2 (stereo not given) was read as Nrf2 block -8%, A549 tox -13%, EPAC2 antagonist -4%, EPAC2 ag -10%, Nrf2 activator 0.6%, TGFb SMAD3 inh -3%, CCT modulator -1.8, MmCpn inh -23% and Akt phos inh inactive.
For CC(C)NCCOCCOc1ccccc1F the results were Nrf2 block 9%, A549 tox -1%, EPAC2 antagonist -1%, EPAC2 ag 18%, Nrf2 activator -0.4%, TGFb SMAD3 inh 3%, CCT modulator -0.2, MmCpn inh 1% and Akt phos inh inactive.
Screening O=C(CCCCCn1c(=O)[nH]c2ccsc2c1=O)NCc1ccc2c(c1)OCO2 returned Nrf2 block 10%, A549 tox 11%, EPAC2 antagonist -4%, EPAC2 ag 0%, Nrf2 activator -0.1%, TGFb SMAD3 inh -8%, CCT modulator -0.6, MmCpn inh -2% and Akt phos inh inactive.
COC(=O)[C@H](Cc1c[nH]c2ccccc12)NCc1cccc(B(O)O)c1 was read as Nrf2 block 18%, A549 tox -9%, EPAC2 antagonist -1%, EPAC2 ag 3%, Nrf2 activator 9.2%, TGFb SMAD3 inh 9%, CCT modulator 0.3 and Akt phos inh inactive.
COc1ccc(CC(=O)Nc2ccc3c(c2)CCC3)cc1OC was read as A549 tox -9%, EPAC2 antagonist -5%, EPAC2 ag -1%, Nrf2 activator -0.5%, TGFb SMAD3 inh 0%, CCT modulator 0.0, MmCpn inh 3% and Akt phos inh inactive.
Cc1cccc(-c2csc(NC(=O)c3cnccn3)c2C(=O)OC(C)C)c1 was read as Nrf2 block -15%, A549 tox 2%, EPAC2 antagonist -2%, EPAC2 ag -4%, Nrf2 activator 2.0%, TGFb SMAD3 inh -2%, CCT modulator -0.4, MmCpn inh 0% and Akt phos inh inactive.
Screening Cc1ccccc1N=C1NC(=O)CC(c2ccccc2)S1 (stereo not given) returned Nrf2 block -7%, A549 tox 1%, EPAC2 antagonist -7%, EPAC2 ag -3%, Nrf2 activator 5.5%, TGFb SMAD3 inh 24%, CCT modulator -3.6, MmCpn inh 0% and Akt phos inh inactive.
